High-throughput results (PubChem BioAssay)
NCI-60 one-dose screen, 48 h, at 10 µM unless noted. Numbers give growth in % (100 = growth as untreated, 0 = no growth, -100 = all killed).
HL-60(TB) = HL-60(TB) leukemia cells. 78,000 tested, 9% active. AID 1794776; active = growth percent below 10
The depositor's hits bear a star; & = joins results of further samples; ! = not active in a repeat; [ ] = another dose, or the depositor's remark.

smiles,HL-60(TB)
Cc1cc(C)c2c(c1)N(C)c1ncnc(Cl)c1CC2C (stereo not drawn),86
CC1CC(=O)NC(=O)N1Cc1ccccc1 (stereo not drawn),94&104
CCCN(CCC)CC(=O)Nc1cccc(Cl)c1C,97
CC(O)CN(CC(C)O)c1ccc2c(c1)Cc1cc([N+](=O)[O-])ccc1-2 (stereo not drawn),75
Cc1nc2nccnc2[nH]1,98
N#Cc1ccc(N2Cc3cc(Cl)ccc3OC3=C2C(=O)N(Cc2ccc(F)cc2)C3=O)cc1,-58*
COc1ccc2ccc(-c3nn(-c4ccc(C(=O)O)cc4)cc3CO)cc2c1,76
COc1ccc(-c2nc3sccn3c2-c2nc3ccc(F)cc3[nH]2)cc1,98
CCN(CC)CCNc1cc(-c2cccc(OC(F)(F)F)c2)nc2ccc(N3CCCC3)cc12,-26*!
O=C(Nc1ccc2oc(=O)ccc2c1)c1ccc(-c2ccc(Br)cc2)o1,102

smiles,HL-60(TB)
CCCOCCCNc1nc(N)nc(NCCCOCCC)n1,106
CC1(C)CC(=O)C2=C(C1)N(c1ccc(OC(F)(F)F)cc1)C(N)=C(C#N)C2c1ccc([N+](=O)[O-])cc1 (stereo not drawn),104
CC1CCN(S(=O)(=O)c2ccc(S(=O)(=O)N3CCCC(c4nc5c(nnn5Cc5cccc(Cl)c5)c(=O)[nH]4)C3)cc2)CC1 (stereo not drawn),16
Cc1cc(C)nc(SC2=C(Nc3cccc(Cl)c3C)C(=O)N(Cc3ccccc3)C2=O)n1,10[30 µM]
N#CC1=C(Cl)NC(c2cccc([N+](=O)[O-])c2)c2sc3c(F)cccc3c21 (stereo not drawn),116
Cc1ccc2[nH]c(=O)c3c(c2c1)OC(N)=C(C#N)C31c2cc(Br)ccc2-c2ccc(Br)cc21,86
COc1ccccc1/C=C/C(=O)/C=C/c1ccccc1OC,19&15
O=C(O)c1ccc(-n2cc(CNc3cccc(C(F)(F)F)c3)c(-c3ccc(F)cc3)n2)cc1,100
N#CC1(Nc2ccc3ccccc3c2)CCCC1,120&96
Cc1cc(C)nc(NS(=O)(=O)c2ccc(N/C(N)=N/c3nccc(-c4cccs4)n3)cc2)n1,1.8*

smiles,HL-60(TB)
CC(=O)N1C(=O)CNC1=S,102
COc1cc(-c2nnc(-c3c(-c4ccccc4)nc4ncccn34)o2)cc(OC)c1OC,97
COc1ccc2c(c1)c(-c1noc(C(=O)c3cn(C)c4ccc(Br)cc34)n1)cn2C,84
O=C(Nc1cccc(Cl)c1)N(C1CCCCC1)C1CCCCC1,95
O=C1Nc2ccccc2/C1=C/C(=N/c1nnc(-c2ccccc2)s1)c1ccccc1,-33*
Cc1cc(C)n(/N=C/c2ccco2)c(=O)c1C#N,88
CC1CCNC(c2ccccc2)C1 (stereo not drawn),73
Clc1ccc2c(NCCNCc3cccs3)ccnc2c1,97
Cc1c(C(=O)O)c(=O)n(-c2ccccc2)n1C,109
COc1cc(Oc2cc(-c3cccnc3)ccc2NC(=O)Nc2ccc(F)cc2F)cc(OC)c1OC,91

smiles,HL-60(TB)
CC(OC(=O)OCCOCCOC(=O)OC(C)C(=O)OC1CCCCC1)C(=O)OC1CCCCC1 (stereo not drawn),130
c1ccc(Nc2nc(-c3ccc4ccccc4c3)c[se]2)cc1,103
CCCn1c(=S)sc2c(NN)nc(C)nc21,89
O=C(NC1CCCC1)c1ccc(N2CCC(NCc3cccc(C(F)(F)F)c3)CC2)cc1,66
COc1cc(C2CC(c3cc(OC)c(OC)c(OC)c3)=Nc3c(N)nc(N)nc3N2)ccc1Oc1nc(Nc2ccc(F)cc2)nc(N(C)C)n1 (stereo not drawn),8.4*
C=C1C(=O)O[C@H]2[C@H]1CC/C(COC(=O)/C=C\C(=O)NCc1ccc(Cn3c(=O)sn(CCI)c3=O)cc1)=C\CC[C@@]1(C)O[C@@H]21,-35*
CC(C)=CCc1cc(O)cc2c1OC(C=C(C)C)C1=C2C(=O)C2=C(C1=O)S(=O)(=O)CCN2 (stereo not drawn),-31*
O=C(c1nnc(Nc2ccc(F)cc2)o1)c1c[nH]c2ccccc12,101
CS(=O)(=O)Nc1ccc(C(=O)N/N=C/c2cccc(O)c2)cc1,95
CN1c2ccccc2Sc2cc(/C=N/Nc3ccnc4cc(Cl)ccc34)ccc21,77

smiles,HL-60(TB)
O=C(Nc1ccc(S(=O)(=O)Nc2nccs2)cc1)c1ccncc1,100
Cc1cccc(C(=O)c2ccccc2Cl)c1O,129
COc1ccc(Cc2sc(NC(C)=O)nc2OC(C)=O)cc1,75
COc1ccc(/C=N/N2C(=O)/C(=C/c3ccc(Cl)cc3)C=C2c2ccc(OC)cc2)cc1,81
CCCCn1c(-c2ccc(C(=O)O/N=C(\N)c3ccc4ccccc4c3)cc2)nc(-c2ccccc2)c1-c1ccccc1,24
c1ccc(CCc2ccc(OCCN3CCCCC3)cc2)cc1,86
OC(Cc1cnc2ccccc2c1)(c1ccccc1)c1ccccc1,65
O=S(=O)(O)c1ccc(N=Nc2ccc(N=Nc3cc(S(=O)(=O)O)c4ccccc4c3O)cc2)cc1,100
O=C(O)CC(NC(=O)c1ccccc1)C(=O)O (stereo not drawn),108
CC(O)(c1ccccc1)c1ccc2ccccc2n1 (stereo not drawn),115

smiles,HL-60(TB)
C=C[Si](OC(C)=O)(OC(C)=O)OC(C)=O,94
CCc1ccccc1NC(=O)c1sc2nc3c(cc2c1N)C(=O)CCC3,-10*
CCN(CC)c1ccc(C=C2C(=O)NC(=S)NC2=O)cc1,43
COC(=O)CC(C)Cc1ccc(OC)c(OC)c1 (stereo not drawn),95
COc1cc(F)c(/C=C/c2cc(/C=C/c3cc(OC)c(OC)cc3F)n(-c3cc(F)cc(F)c3)n2)cc1OC,88
N#CC1=C(N)CC(=O)N1c1ccc(NC(=O)c2ccccc2-c2ccccc2C(=O)O)cc1,73
O=S(c1ccccc1)c1ccc2nnnn2n1 (stereo not drawn),42
CCn1c(=S)sc2c(Nc3ccc(F)cc3)nc(-c3cccnc3)nc21,82
COC(=O)c1cc(N)nc2ccccc12,115
O=c1[nH]c2cc(F)ccc2c2ccc(F)cc12,92

smiles,HL-60(TB)
COc1cc(Cn2cc3c(c2-c2ccccc2)CCc2cnoc2-3)cc(OC)c1OC,101
Cc1cc(=O)cc(C)o1,55
OCc1cnc2ccccc2c1NC1CCCCCC1,89
CC1(C(=O)O)CC1(Cl)Cl (stereo not drawn),109
C/C(=N\NC(=O)c1sc(=S)n(C)c1N)c1ccc[nH]1,112
CN(C)c1ccc(/C=C2/C=C(c3ccc(Cl)c(Cl)c3)OC2=O)cc1,95
CCC1=C(C)CN(C(=O)NCCc2ccc(S(=O)(=O)NC(=O)NC3CCC(C)CC3)cc2)C1=O (stereo not drawn),114&87
CCc1cccc2c3c(sc12)C(c1ccc(F)cc1)C(C#N)=C(N)O3 (stereo not drawn),1.9*
O=C(CSc1nc2ccccc2[nH]1)c1ccc(N2CCOCC2)cc1,113
O=S(=O)(O)c1cccc2cccc(Cl)c12,105

smiles,HL-60(TB)
C=C(C)C1CC(O)C2(C)CCCC3C2C1CC(C)C3(C)CC/C(C)=C/C(O)C1CCC(=O)c2c(OC)cc(OC)cc21 (stereo not drawn),22
COc1ccc(OCC(=O)OCCCl)cc1,102
O=C(CN(c1ccccc1)c1ccccc1)Nc1ccc(-c2nc3ccccc3s2)cc1,101
COC(=O)CSC(=O)N(c1ccccc1)c1ccccc1,87
CC(C(=O)O)N1C(=O)CSC1=S (stereo not drawn),92
c1ccc2cc(C3OCC4(CCCC4)CO3)ccc2c1,90
CCN(CC)c1ccc(/C=N\NC(=O)C(=O)N/N=C\c2ccc(N(CC)CC)cc2)cc1,115
CN(C)c1ccc(-c2cc(-c3ccc(Nc4nc(Nc5ccc(F)cc5)nc(Nc5ccc(F)cc5)n4)cc3)nc(N)c2C#N)cc1,48
O=C1c2cc(F)ccc2Oc2cc([N+](=O)[O-])ccc2N1c1ccc(Cl)cc1F,80
Cc1ccc(C(=O)Nc2ccc(-n3c(C)nc4c(cnn4-c4ccccc4)c3=O)cc2)cc1,51

smiles,HL-60(TB)
Cc1cc2nc3c4cc(Br)ccc4n(CCN(C)C)c3nc2cc1C,84
O=C(O)CCCc1cn(Cc2cn(CC(=O)Nc3ccc(Cl)cn3)nn2)c2ccccc12,102
NCCCN1CCOCC1,106
Cc1ccccc1-c1nnc(-c2cccc3ccccc23)o1,115
CC(C)CCOc1ccc(NC(=S)Nc2ccc(OCCC(C)C)cc2)cc1,75
CCOC(=O)CC1CSC(c2ccc(Br)cc2)=N1 (stereo not drawn),96
CN1C(=O)/C(=C/c2cccs2)S/C1=N/c1nccs1,97
COc1ccc(OC)c(-c2c(C#N)c(-c3cccs3)nc3c2c(-c2ccccc2)nn3-c2ccccc2)c1,107
CC1(O)CCCC1,87
CC(C)NC(=O)c1c2c(n3ccccc13)C(=O)c1ccccc1C2=O,88

smiles,HL-60(TB)
CC(=O)C1(C)CCC2C3C=C(C)C4=CC(=O)CCC4(C)C3CCC21C (stereo not drawn),74
NC(=O)NCNC(N)=O,101
COc1ccc(-c2cc(C(=O)N=Nc3c(O)[nH]c4ccccc34)no2)cc1,92
COc1ccc(N(C)c2ncnc3occ(C)c23)cc1,-35*
O=C(O)C1CC2C=CC1C2 (stereo not drawn),110&100
COc1ccc(S(=O)(=O)Nc2ccc(-c3ccc4c(c3)NC(=O)/C4=C\c3ccc[nH]3)cc2)cc1OC,77
Cc1cc(C)c2nc(NC(=O)C(Cl)(Cl)Cl)sc2c1,99
Fc1ccc(Nc2nccc(Nc3ccc4[nH]ncc4c3)n2)cc1,69
Clc1cccc(Nc2nc(Nc3cnc4ccccc4c3)c3[nH]cnc3n2)c1,121
CCN(CC)CCn1c2ccc(O)cc2c2sc3cc(OC)ccc3c(=O)c21,17

smiles,HL-60(TB)
CCOC(=O)[C@@H]1CCCN(S(=O)(=O)c2ccc(S(=O)(=O)N(CC)CC)cn2)C1,88
O=C1Nc2ccc([N+](=O)[O-])cc2/C1=N/c1n[nH]c(=S)s1,95
COc1ccc(C(C#N)C(C)=O)cc1 (stereo not drawn),110
COc1ccc2c(c1)C(Sc1ccc(SC)cc1)c1c(nc(N)c(C#N)c1N)O2 (stereo not drawn),101
Oc1ccc(/C=C/c2nc(Nc3ccc(Cl)cc3)c3ccccc3n2)cc1,101
O=C1CC[C@@]2(O1)C(=O)O[C@@H](CI)[C@H]2c1ccccc1,94
CCc1ccc(/C=C2\Oc3cc(C)c(Cl)c(C)c3C2=O)cc1,98
CCOc1cccc(/C(N)=N/C(N)=N/c2nc(C)cs2)c1,113
O=C(Nc1cccc(F)c1)Nc1cccc(Cn2c(=O)[nH]c3ccc(Oc4ncccn4)cc3c2=O)c1,87
Cc1nc(N)nc(N)c1-c1ccc(Cl)c(Cl)c1,130

smiles,HL-60(TB)
O=C(NCCN1CCOCC1)c1cccc(N2C(=O)/C(=C/c3cccc(F)c3)SC2=S)c1,95
CCNC(=O)Oc1ccc(/C(=C(/C)Cc2ccc(OC)cc2)c2ccc(OCCN3CCCCCC3)cc2)cc1,38
COc1ccc2[nH]c(=O)c(CSc3nccc(-c4ccc(Cl)cc4)n3)cc2c1,29
CCOC(=O)C1=C(N)N(c2ccccc2)C2=C(C(=O)CC(C)(C)C2)C1c1ccc(Cl)cc1Cl (stereo not drawn),1.2*
COc1ccc2c(c1)C(=O)/C(=C/c1c(C)n(C)n(-c3ccccc3)c1=O)CO2,97
Cc1cccc([N+](=O)[O-])c1O,136
Brc1ccc2c(-c3cncn3Cc3ccc(I)cc3)c[nH]c2c1,59
CO[C@@H]1[C@H](OC(=O)NC(=O)CCl)CC[C@]2(CO2)[C@H]1[C@@]1(C)O[C@@H]1CC=C(C)C,49
O=C(CCl)N1CCOCC1,97
O=C(O)CCCCCCCCCCCCC(=O)O,100
CC(=Nc1ccccc1)C1=C(O)C(CC(C)C)NC1=O (stereo not drawn),110
CCOc1ccc(Cc2nccc3cc(OCC)c(OCC)cc23)cc1OCC,11

Molecules listed so far containing two or more sulfur atoms:
smiles,HL-60(TB)
CC1CCN(S(=O)(=O)c2ccc(S(=O)(=O)N3CCCC(c4nc5c(nnn5Cc5cccc(Cl)c5)c(=O)[nH]4)C3)cc2)CC1 (stereo not drawn),16
Cc1cc(C)nc(NS(=O)(=O)c2ccc(N/C(N)=N/c3nccc(-c4cccs4)n3)cc2)n1,1.8*
CCCn1c(=S)sc2c(NN)nc(C)nc21,89
O=C(Nc1ccc(S(=O)(=O)Nc2nccs2)cc1)c1ccncc1,100
O=S(=O)(O)c1ccc(N=Nc2ccc(N=Nc3cc(S(=O)(=O)O)c4ccccc4c3O)cc2)cc1,100
CCn1c(=S)sc2c(Nc3ccc(F)cc3)nc(-c3cccnc3)nc21,82
C/C(=N\NC(=O)c1sc(=S)n(C)c1N)c1ccc[nH]1,112
CC(C(=O)O)N1C(=O)CSC1=S (stereo not drawn),92
CN1C(=O)/C(=C/c2cccs2)S/C1=N/c1nccs1,97
CCOC(=O)[C@@H]1CCCN(S(=O)(=O)c2ccc(S(=O)(=O)N(CC)CC)cn2)C1,88
O=C1Nc2ccc([N+](=O)[O-])cc2/C1=N/c1n[nH]c(=S)s1,95
COc1ccc2c(c1)C(Sc1ccc(SC)cc1)c1c(nc(N)c(C#N)c1N)O2 (stereo not drawn),101
O=C(NCCN1CCOCC1)c1cccc(N2C(=O)/C(=C/c3cccc(F)c3)SC2=S)c1,95

The list is partial; the hit share may differ from the screen's.
